# High-throughput results (PubChem)
# MEX-5 binding: C. elegans MEX-5 TCR-2 RNA binding activity; 300,000 tested, 0.38% active; Q9XUB2; AID 1832; activity score (negative = inhibition of binding), % at 10 µM; MEX-5/FITC-TCR2 RNA binding, fluorescence polarization; active compounds read low;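 active = inhibition past about -25% in most replicates, and total fluorescence under double the plate's negative control median, limit read from the data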;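 note: 0% = DMSO and -100% = 5 µM competing unlabeled TCR2 RNA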
# Target sequence (Q9XUB2 whole entry, looked up): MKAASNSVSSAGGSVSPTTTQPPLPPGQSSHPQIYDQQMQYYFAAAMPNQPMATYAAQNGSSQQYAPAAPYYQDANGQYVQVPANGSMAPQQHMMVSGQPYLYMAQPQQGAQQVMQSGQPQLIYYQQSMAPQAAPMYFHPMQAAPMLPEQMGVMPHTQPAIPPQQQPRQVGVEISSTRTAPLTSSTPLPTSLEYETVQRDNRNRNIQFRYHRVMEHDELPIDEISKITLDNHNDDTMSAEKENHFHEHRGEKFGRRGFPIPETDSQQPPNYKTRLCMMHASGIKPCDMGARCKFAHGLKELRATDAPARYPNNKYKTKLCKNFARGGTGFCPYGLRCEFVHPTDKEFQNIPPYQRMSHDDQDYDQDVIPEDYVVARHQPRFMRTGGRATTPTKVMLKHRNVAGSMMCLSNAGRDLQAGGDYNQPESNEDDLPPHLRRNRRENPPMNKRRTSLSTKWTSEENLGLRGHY
# MCL1 BIM primary: disrupts human MCL1 binding to BIM-BH3 peptide; Q07820; GST-MCL1 / FITC-Bim-BH3 fluorescence polarization; inhibition, % at 10.9 µM; 320,000 tested, 0.68% active; AID 2057;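 active = inhibition above the mean inhibition of all tested compounds plus 3 SD, set per campaign, cut at about 40% in these data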;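 note: 0% = DMSO wells and 100% = unlabeled Bim-BH3 peptide control; higher means more loss of mP so more displacement of Bim peptide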
# Efflux pump mplx: antifungal efflux pump inhibition, Nile Red retention. S. cerevisiae Candida pump triplex. inhibition, % at 10 µM. 330,000 tested, 0.44% active;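 active = plate passing quality check with inhibition over a set limit, or well fluorescence over plate mean plus 4 SD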;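 note: Nile Red retained in pooled yeast measured as flow cytometry median fluorescence; 0% = buffer negative control and 100% = Enniatin B positive control; higher means more Nile Red kept so more efflux inhibition; some compounds called inactive have numbers as strong as hits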
# GLD-1 TGE inh: GLD-1-TGE RNA interaction inhibition (C. elegans); Q17339; purified GLD-1 + fluorescein TGE RNA, fluorescence polarization; inhibition, % at 5.96 µM; 320,000 tested, 0.44% active; AID 2280;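 active = percent inhibition above a per-plate cutoff, the plate mean of test compounds plus 3 SD, cut at about 30% in these data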;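 note: 0% = DMSO wells with GLD-1 and probe and 100% = wells lacking GLD-1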
# Target sequence (Q17339 whole entry, looked up): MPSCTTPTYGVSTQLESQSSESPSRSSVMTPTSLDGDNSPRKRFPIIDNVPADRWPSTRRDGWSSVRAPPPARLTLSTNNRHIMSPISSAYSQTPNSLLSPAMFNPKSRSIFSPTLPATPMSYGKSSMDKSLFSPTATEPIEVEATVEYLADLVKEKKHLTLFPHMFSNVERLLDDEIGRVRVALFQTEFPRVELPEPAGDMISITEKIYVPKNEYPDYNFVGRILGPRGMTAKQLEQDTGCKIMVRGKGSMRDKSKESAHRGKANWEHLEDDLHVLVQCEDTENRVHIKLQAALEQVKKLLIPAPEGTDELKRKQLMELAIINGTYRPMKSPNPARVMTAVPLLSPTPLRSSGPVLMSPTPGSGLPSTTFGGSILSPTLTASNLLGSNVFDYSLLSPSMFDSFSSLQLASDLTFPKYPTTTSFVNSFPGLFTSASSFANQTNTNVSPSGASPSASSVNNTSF
# Bcl-xL primary: Bcl-xL (human) inhibition | GST-Bcl-xL / FITC-Bim BH3 peptide fluorescence polarization | inhibition, % at 10.9 µM | 320,000 tested, 0.7% active;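 active = inhibition above the mean of all tested compounds plus 3 SD, cutoff set per campaign, cut at about 30% in these data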;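 note: 0% = DMSO wells and 100% = unlabeled Bim-BH3 peptide competitor; inhibitors lower millipolarization by displacing the labeled peptide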
# Fam108B inh: blocks mouse Fam108B hydrolase in RBBP9 counter-screen. recombinant Fam108B, FP-Rh probe fluorescence polarization. inhibition, % at 9.51 µM. 300,000 tested, 0.33% active. AID 1947;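 active = inhibition above the screen mean inhibition plus 3 SD, computed separately per campaign, cut at about 18% in these data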;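 note: inhibitors lower polarization as less probe binds the enzyme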
# VLA-4 inh: inhibition in a human VLA-4 binding assay; VLA-4 expressing cells, ligand binding flow cytometry; 330,000 tested, 0.2% active; inhibition, % (about 7 µM as worked out from the volumes in the protocol); in the data active = inhibition above about 50%
# GRK2 inh: blocks RNA aptamer binding to human GRK2 | bead flow cytometry, FAM-aptamer displacement from GRK2 | inhibition of aptamer binding, % at 10 µM | 330,000 tested, 0.59% active | AID 488847;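 active = inhibition of aptamer binding above 40%, roughly 3 SD of noise, on plates passing a quality check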;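 note: median bead fluorescence of bound FAM aptamer so fluorescent compounds give negative values; no value below 0 was filed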
# PME-1 primary: blocks human protein phosphatase methylesterase 1. Q9Y570. recombinant PME-1, FP-Rh probe fluorescence polarization. inhibition, % at 5.9 µM. 320,000 tested, 0.53% active. AID 2130;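 active = inhibition above the campaign mean of all compounds plus 3 SD, cut at about 26% in these data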;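 note: competitive labeling of PME-1 active site by serine hydrolase directed probe; 0% = PME-1 with DMSO and 100% = wells lacking PME-1 enzyme; inhibitors block probe labeling so polarization falls and inhibition rises; many of its hits are not listed in these tables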
# * marks the source's active call; other numbers are inactive results; x = no result given; & = joins results of further samples. These rows are one share of the data (hit frequency here may not be typical).
molecule	MEX-5 binding	GLD-1 TGE inh	PME-1 primary	Efflux pump mplx	Fam108B inh	Bcl-xL primary	VLA-4 inh	MCL1 BIM primary	GRK2 inh
COc1ccc(NC(=O)c2ccc(Cc3ccc(C)cc3)o2)cc1	1.2	11	-5	-0.1	-2	6	-2	2	3
O=C1CCCC2=C1C(c1ccc(O)cc1)c1c(ccc3ccccc13)N2 (stereo not given)	0.3	1	6	0.0	3	4	3	6	0
Cc1ccc(C2=NC3(CCCCC3)N=C2SCC(=O)Nc2ccc3c(c2)OCCO3)cc1	0.1	6	-8	0.7	-10	-4	-30	4	0
CC(Sc1nnc(-c2ccccc2F)n1N)C(=O)NCC1CCCO1 (stereo not given)	-0.3	4	-2	0.0	0	2	15	9	2
Cc1cc(=O)oc2cc(OCC(=O)N/N=C/c3cc([N+](=O)[O-])ccc3O)ccc12	-1.9	12	-5	0.7	0	4	14	10	75*
CSc1ncccc1C(=O)Nc1cccc(S(=O)(=O)N2CCOCC2)c1	x	0	x	-0.1	x	x	-4	x	3
Cc1ccc2nsnc2c1NC(=O)COc1ccccc1	-1.3	2	5	-0.1	1	1	-1	-4	0
C=CCn1cnc2scc(-c3ccc(C)cc3)c2c1=O	3.0	2	-11	0.1	-5	2	10	-2	3
CCC(C)NC(=O)C(Cc1ccccc1)n1cccc1 (stereo not given)	2.4	0	-1	0.0	6	-8	0	-4	0
Cc1cc(OC(C)C(=O)NCc2ccccn2)c2c(C)cc(=O)oc2c1 (stereo not given)	-1.9	5	5	0.7	-1	8	3	4	4
CCCC(=O)Nc1ccc(NC(=S)NC(=O)c2ccccc2[N+](=O)[O-])cc1	-0.7	0	2	-0.1	3	-2	7	-5	0
O=C(CCl)N(CCCNC(=O)C(F)(F)F)c1ccc([N+](=O)[O-])cc1	0.7	-1	5	-0.1	2	8	-47	8	0
C/C(=N/NS(=O)(=O)c1ccc(Cl)cc1)c1cccc(NC(=O)c2ccc(Cl)cc2Cl)c1	2.9	6	-7	0.2	-5	7	8	8	0
COc1cc(NC(=O)CSc2nc(C)c(C)c(C)n2)c(C)cc1[N+](=O)[O-]	-2.5	2	-2	-0.2	-4	2	-19	-7	0
O=C(NNC(=S)Nc1cccc(C(F)(F)F)c1)c1ccccc1Cl	2.5	2	-3	-0.1	2	11	0	7	0
CSc1nn2cc(CCN3CCOCC3)c(-c3ccc(F)cc3)nc2c1C#N	0.0	4	1	-0.1	-1	10	1	4	1
COc1ccc(C(CNC(=O)c2cc3c(s2)CCC(C)C3)N2CCOCC2)cc1 (stereo not given)	x	1	-3	0.1	x	7	3	8	0
Cc1cccc(NC(=O)C(CC(C)C)NC(=O)C2CCC(C)CC2)n1 (stereo not given)	-0.8	-1	-1	0.3	0	6	3	7	0
COC(=O)c1cc(NC(=O)c2ccccc2)c(=O)oc1C/C=N\OCc1ccc(Cl)cc1Cl	-1.3	11	-7	-0.1	-11	14	-30	-11	2
CC(C)C[C@H](NC(=O)N1c2ccccc2NC(=O)[C@@H]1C(C)C)C(=O)N1CCC[C@@H]1C(=O)O	1.1	-1	-3	0.0	-5	1	-6	1	1
CN(C)CCn1cnc2c1c(=O)[nH]c(=O)n2Cc1ccccc1	1.1	1	-3	0.1	-3	0	-3	1	3
Cc1ccc(CN2CCN(/N=C/c3ccc(C(F)(F)F)cc3)CC2)c(C)c1	2.7	0	1	0.6	-3	-1	-3	-19	2
CC1CCCCN1C(=O)CSc1nc2ccccc2n1CC(=O)N1CCc2ccccc21 (stereo not given)	0.3	-4	-2	0.4	2	1	1	1	0
COc1ccc(C(=O)C2CCCN(C(=O)c3csc(C(C)=O)c3)C2)c(C)c1 (stereo not given)	1.1	5	-1	0.1	0	-1	9	-2	0
CCOc1cc2[nH]c(=O)n(CCCCC(=O)NCc3ccco3)c(=O)c2cc1OCC	-0.8	-2	-2	-0.1	-6	3	6	1	0
Cc1cc2ncn(CS(C)(=O)=O)c2cc1C	-0.3	2	8	0.0	-2	5	6	12	5
Cc1nc(NC(=O)C(Cl)Cl)sc1C(=O)N(C)C	-3.3	7	2	0.1	2	4	3	12	11
COc1ccc(-c2noc(CCC(=O)Nc3cccc(C)c3)n2)cc1	1.5	4	-7	0.0	-1	2	0	3	2
Cc1ccc(-c2noc(CCC(=O)NCCc3ccccc3Cl)n2)cc1	x	5	1	0.2	9	3	2	8	5
C[N+](C)(C)CC(=O)N1CCN(c2ccc3ccccc3n2)CC1	-0.7	x	x	0.0	x	x	7	x	0
COc1ccc(NCC(O)COc2ccc(C(C)(C)C)cc2)cc1 (stereo not given)	4.0	5	12	-0.2	4	6	12	4	1
O=C(Cc1c(F)cccc1Cl)NCCCn1ccnc1	0.5	2	0	-0.1	-2	1	-7	-4	0
COC(=O)[C@H](Cc1c[nH]c2ccccc12)NC(=O)Cc1c[nH]c2ccccc12	2.0	-7	5	-0.1	-6	6	-3	-4	0
COc1ccc(CN2[C@@H](CC(=O)O)c3cc(F)ccc3S2(=O)=O)cc1	-0.4	2	2	-0.1	2	2	-2	4	1
COCCNC(=O)c1c[nH]c2ccc(S(=O)(=O)N3CCOCC3)cc2c1=O	0.7	1	-1	-0.2	1	0	4	9	11
O=C(Cn1nc(-c2nn(CC(=O)c3ccccc3)c3[n+]2CCCCC3)[n+]2c1CCCCC2)c1ccccc1	1.9	7	-3	0.0	-2	2	-5	1	0
Cc1ccc(NC(=O)c2sc(=S)n(-c3cc(C)ccc3F)c2N)cc1	-2.4	-3	6	-0.1	1	-2	19	5	0
COc1ccccc1NC(=O)CN1C(=O)C2(OCCCO2)c2ccccc21	0.6	-2	3	0.4	-5	1	7	5	0
O=C(NCCCN1CCOCC1)C(=O)NCc1ccco1	-2.9	6	7	-0.1	-3	5	12	5	0
Cc1cc([N+](=O)[O-])nn1CC(=O)NCc1nc2ccccc2[nH]1	2.4	-3	5	-0.1	3	6	5	3	0
Cc1cccc(-c2cnn(-c3ccccc3)c2N)c1	-1.0	-4	-3	-0.1	4	-2	10	-2	0
CC1Cc2ccccc2N1C(=O)CCNS(=O)(=O)c1cccc2nsnc12 (stereo not given)	1.8	-4	-1	0.2	-3	5	1	-4	0
O=C1CCCN1c1ccc(S(=O)(=O)NCc2ccco2)cc1	-1.3	6	-4	0.0	-4	10	13	5	0
N#CCCN(Cc1cccnc1)C(=S)Nc1ccc(OC(F)F)cc1	-0.5	2	-10	0.1	-5	6	15	4	0
CC1CN(C(=O)/C=C/c2ccc([N+](=O)[O-])s2)CC(C)O1 (stereo not given)	-1.5	1	6	-0.2	2	-7	3	13	5
Cc1ccc(C(=O)N2CC(=O)NC(=O)C2)cc1	-1.9	10	-4	-0.1	3	7	20	1	0
O=C(Cn1c(C(F)(F)F)nc2ccccc21)N/N=C/c1ccco1	-0.8	4	-3	0.0	2	1	11	4	1
COc1ccc(NC(=O)CSc2nc3ccccc3nc2N2CCOCC2)c(OC)c1	1.3	-3	7	0.1	5	3	15	2	0
CN(C)c1ccc(/C=C/C=N/Nc2nc(N3CCOCC3)nc(N3CCOCC3)n2)cc1	-0.5	-8	-1	0.0	-2	-4	-9	2	0
CCC(CC)C(=O)Nc1ccc(Cl)c(Cl)c1	-3.4	2	-7	0.3	-6	-2	8	1	1
COc1ccccc1NC(=O)COC(=O)c1ccc2c(c1)nc(C)n2-c1ccccc1	-0.4	4	-10	0.1	-7	3	11	-15	1
CCOC(=O)C1=C(C)NC(SCC(=O)O)=C(C#N)C1c1ccco1 (stereo not given)	-1.6	6	-1	-0.3	5	10	0	21	0
c1ccc(C2c3[nH]c4ccccc4c3CCN2Cc2cccn2-c2cccnc2)nc1 (stereo not given)	-3.4	1	3	0.0	-2	10	-4	15	3
CCOC(=O)C1CCN(S(=O)(=O)c2c(C)noc2C)CC1	1.9	-1	0	0.3	-2	0	-2	6	0
OC(CNCC1CCCO1)Cn1c2ccccc2c2ccccc21 (stereo not given)	-1.2	10	-4	0.0	-6	4	16	1	0
CCCn1c(SCc2ccc(Cl)cc2)nc2c1c(=O)[nH]c(=O)n2C	0.6	-1	6	0.2	4	2	-3	3	0
O=C(Nc1ccc2ccccc2c1)NC1CCS(=O)(=O)C1 (stereo not given)	0.5	3	0	-0.2	-3	4	11	7	3
COc1ccc(OC)c(C(O)c2nc3ccccc3n2C(C)C)c1 (stereo not given)	1.4	5	1	0.1	1	6	4	3	0
COc1ccc(NC(=O)CSc2nncn2N)c(OC)c1	4.2	1	0	-0.1	7	1	-2	-1	0
CCOC(=O)CCNC(=O)N1CCCC(CCC(=O)N(C)CCc2ccccn2)C1 (stereo not given)	-0.1	-3	7	0.0	4	5	25	1	5

# Next section
molecule	MEX-5 binding	GLD-1 TGE inh	PME-1 primary	Efflux pump mplx	Fam108B inh	Bcl-xL primary	VLA-4 inh	MCL1 BIM primary	GRK2 inh
COc1cc(C)nc(N(Cc2ccccc2)S(=O)(=O)c2ccccc2)n1	-3.2	7	-1	-0.1	-2	4	8	0	1
Cc1cc(NC(=O)C(C)SCC(=O)OCC(=O)N(Cc2ccccc2)C(C)(C)C)no1 (stereo not given)	4.1	-3	10	0.4	1	-3	5	-5	0
O=C(O)CCn1[nH]c(=O)c2ccccc2c1=O	2.8	-2	-1	0.1	0	3	6	-1	3
CS(=O)(=O)C1=NN2C(=N)/C(=C\c3ccc(OC(=O)c4ccco4)cc3)C(=O)N=C2S1	0.8	3	-4	-0.1	3	-1	20	0	3
CCOc1ccc(S(=O)(=O)NCC(c2ccc3c(c2)OCO3)N2CCN(C)CC2)cc1 (stereo not given)	1.5	3	-6	0.0	-2	0	7	-4	0
O=C1CC(N(O)c2ccccc2)C(=O)N1Cc1ccccc1 (stereo not given)	-2.3	-2	0	-0.1	5	8	4	20	2
CC(=O)Nc1c(I)c(NC(C)=O)c(I)c(C(=O)O)c1I	-1.1&0.3	9&6&5	2&-3&-1	0.1&0.0&0.1	-1&-2&4	-3&-2&9	8&-1&39	-3&-13&-7	0&0&0
C/C(=N\N=C1\NC(=O)CC(C(=O)O)S1)c1ccc(F)cc1 (stereo not given)	-1.8	4	-4	0.0	-3	-3	-4	-3	0
CC(C)C(NC(=O)c1ccc(Cl)cc1)C(=O)NCC1CCCO1 (stereo not given)	0.3	-1	-3	-0.3	-1	5	0	-1	3
Cc1sc2c(c1C)C(=O)/C(=C\Nc1ccncc1)S(=O)(=O)N2C	-5.5	8	-3	0.0	0	2	13	-3	0
CCOC(=S)SCC(=O)Nc1nc(-c2ccc(Br)cc2)cs1	-2.0	0	-31	0.1	-1	3	5	5	2
CC(CN1CCN(C)CC1)OC(=O)c1ccccc1Cl (stereo not given)	-2.8	-6	-6	0.1	-2	5	1	5	3
CS(=O)(=O)c1ccc(Sc2nc3ccccc3s2)c([N+](=O)[O-])c1	-0.7	3	9	0.1	3	1	19	1	0
CCCCN(C(=O)c1cc(Cl)nc2ccccc12)c1c(N)n(Cc2ccccc2)c(=O)[nH]c1=O	-0.8	-1	1	0.0	-1	2	0	3	2
CS(=O)(=O)N1CCN(C2CCN(Cc3ccccc3)CC2)CC1	-1.7	6	2	0.0	1	7	7	11	0
